# Screens deposited in PubChem by The Scripps Research Institute Molecular Screening Center.
# PAFAH2 inh: inhibitors of human PAFAH2. 340,000 tested, 0.99% active. recombinant PAFAH2, FP-rhodamine activity probe, fluorescence polarization. inhibition, % at 3.39 µM. Q99487;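 active = inhibition above the mean over all tested compounds plus 3 SD, cut at about 30% in these data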;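 note: inhibitors block probe labeling of enzyme so polarization drops; 0% = enzyme with DMSO and 100% = wells lacking PAFAH2 protein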
# LYPLA1 counter: counter-screen for PME1 inhibitors: inhibitors of human LYPLA1 | recombinant LYPLA1, FP-Rh probe fluorescence polarization | inhibition, % at 5.9 µM | 320,000 tested, 0.16% active;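 active = inhibition above the mean of all tested compounds plus 3 SD, set per campaign, cut at about 14% in these data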;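 note: inhibitors block serine hydrolase probe labeling of LYPLA1 so polarization falls; 0% = enzyme with DMSO and 100% = wells lacking LYPLA1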
# EBNA-1 inh: blocks EBNA-1 binding to DNA | 300,000 tested, 0.34% active | EBNA-1 DNA binding, fluorescence polarization | inhibition, % at 14.8 µM; in the data active = inhibition above about 28%
# PAD4 inh: blocks human protein arginine deiminase 4 | Q9UM07 | recombinant PAD4, RCA probe fluorescence polarization | inhibition, % at 6.36 µM | 330,000 tested, 0.41% active;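 active = percent inhibition above a cutoff equal to the mean of all tested compounds plus 3 SD, cut at about 15% in these data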;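 note: 0% = PAD4 with RCA probe and DMSO and 100% = probe without PAD4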
# Target sequence (Q9UM07 whole entry, looked up): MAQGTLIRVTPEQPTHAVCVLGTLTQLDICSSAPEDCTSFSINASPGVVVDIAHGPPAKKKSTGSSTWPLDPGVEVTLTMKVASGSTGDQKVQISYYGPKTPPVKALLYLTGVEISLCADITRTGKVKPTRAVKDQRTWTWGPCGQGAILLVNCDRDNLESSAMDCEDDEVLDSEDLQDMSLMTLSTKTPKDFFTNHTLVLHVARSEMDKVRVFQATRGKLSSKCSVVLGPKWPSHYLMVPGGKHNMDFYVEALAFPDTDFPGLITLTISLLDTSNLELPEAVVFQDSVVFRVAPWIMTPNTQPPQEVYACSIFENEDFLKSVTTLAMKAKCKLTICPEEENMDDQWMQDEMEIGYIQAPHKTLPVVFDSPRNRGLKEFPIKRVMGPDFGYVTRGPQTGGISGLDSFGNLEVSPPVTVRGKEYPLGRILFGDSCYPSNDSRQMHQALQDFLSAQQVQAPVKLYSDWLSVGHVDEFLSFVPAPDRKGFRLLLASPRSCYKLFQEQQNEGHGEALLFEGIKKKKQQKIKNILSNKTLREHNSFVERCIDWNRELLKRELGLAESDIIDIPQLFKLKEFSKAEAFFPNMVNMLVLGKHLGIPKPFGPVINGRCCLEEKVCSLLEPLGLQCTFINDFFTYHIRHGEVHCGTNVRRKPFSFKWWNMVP
# PREPL inhibitor: inhibits the human prolyl oligopeptidase-like enzyme | Q4J6C6 | recombinant PREPL, fluorescence polarization activity-based probe | inhibition, % at 5.96 µM | 320,000 tested, 0.68% active | AID 2751; in the data active = inhibition above about 43%;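 note: 0% = enzyme with DMSO and 100% = wells lacking enzyme; many of its hits are not listed in these tables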
# GSTO1 inh: blocks human GSTO1 in RBBP9 counter-screen; P78417; recombinant GSTO1, activity-based probe fluorescence polarization; inhibition, % at 5.96 µM; 300,000 tested, 1.1% active; AID 1974;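 active = inhibition above the campaign mean inhibition plus 3 SD, cut at about 35% in these data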;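 note: 0% = GSTO1-1 with DMSO and 100% = wells lacking GSTO1-1 enzyme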
# ZTA counter: counter-screen for EBNA-1 inhibitors: inhibitors of Epstein-Barr virus ZTA; P03206; ZTA-DNA binding, fluorescence polarization; inhibition, % at 11 µM; 320,000 tested, 0.15% active; AID 2234; in the data active = inhibition above about 33%
# PAFAH1B3 inh: blocks human PAF acetylhydrolase 1B catalytic subunit 3; Q15102; recombinant PAFAH1B3, FP-rhodamine probe, fluorescence polarization; inhibition, % at 3.39 µM; 340,000 tested, 0.28% active;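 active = inhibition above the screen-wide average of all tested compounds plus 3 SD, cut at about 25% in these data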;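 note: 0% = enzyme with DMSO only and 100% = wells lacking PAFAH1B3 protein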
# LYPLA2 counter: LYPLA2 (human) inhibition in PME1 counter-screen; O95372; AID 2177; inhibition, % at 5.9 µM; 320,000 tested, 0.38% active; recombinant LYPLA2, FP-Rh probe fluorescence polarization;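 active = inhibition above the screen-wide mean plus 3 SD, limit set per campaign, cut at about 26% in these data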;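 note: 0% = LYPLA2 with DMSO and 100% = wells lacking LYPLA2 enzyme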
# Target sequence (O95372 whole entry, looked up): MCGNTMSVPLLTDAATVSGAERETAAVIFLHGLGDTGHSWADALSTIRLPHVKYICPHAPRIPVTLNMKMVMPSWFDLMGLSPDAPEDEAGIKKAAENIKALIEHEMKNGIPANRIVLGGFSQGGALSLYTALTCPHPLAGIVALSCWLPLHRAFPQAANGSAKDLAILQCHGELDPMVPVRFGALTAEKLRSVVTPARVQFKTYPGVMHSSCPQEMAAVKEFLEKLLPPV
# Starred values were filed as active, the others as inactive; · = no result given. Some of the compounds tested. The share of hits here may be higher or lower than overall.
molecule,PAFAH2 inh,LYPLA1 counter,EBNA-1 inh,PAD4 inh,PREPL inhibitor,GSTO1 inh,ZTA counter,PAFAH1B3 inh,LYPLA2 counter
COc1ccc(-c2c(C#Cc3ccsc3)c3cc(-c4ccc5[nH]ccc5c4)ccc3n2C)cc1,-4.4,-8.3,·,-1.8,14.8,·,12.1,7.4,-9.2
COc1ccc(-c2cc(C(=O)NCc3ccco3)c3ccccc3n2)cc1,-0.5,-8.2,1.4,-2.2,-8.2,-1.0,-6.3,3.0,-9.0
Cc1cc(NCCCN2CCOCC2)n2nc(C)c(-c3ccc(F)cc3)c2n1,12.8,-2.3,5.6,1.6,0.2,5.6,3.4,-1.7,-5.7
O=C(OCc1ccc([N+](=O)[O-])cc1)c1cc(=O)c2ccccc2o1,9.9,0.3,-16.1,1.1,4.6,-3.2,5.1,-2.0,-0.4
CCN(CC)S(=O)(=O)c1cccc(NC(=O)/C=C/c2cccc([N+](=O)[O-])c2)c1,-9.2,-11.2,-5.5,2.4,11.8,-18.7,-3.6,6.7,-22.4
CC(=O)Nc1ccc(SCC(=O)Nc2ccccc2Oc2ccccc2)cc1,-2.3,0.8,-7.0,2.5,-9.4,7.0,6.6,2.1,1.8
CCOC(=O)c1ccc(S(=O)(=O)Nc2nc3cc(S(=O)(=O)NC4=NCCCCC4)ccc3s2)cc1,3.1,0.7,8.1,29.0*,1.7,-1.8,9.6,-0.2,2.0
CCc1cccc(C)c1NC(=O)CC1Oc2ccc(C)cc2NC1=O (stereo not drawn),0.8,-1.2,0.3,2.7,13.8,4.7,3.1,2.5,-0.8
CCOC(=O)c1ccc(NC(=O)CSc2nc3sc(C(=O)O)c(C)c3c(=O)[nH]2)cc1,-1.3,-4.7,-9.9,-0.3,-7.2,-23.1,10.4,4.7,3.5
CCOC1(C)OCC(=O)[C@]2(CCC3C4CCC5=CC(=O)C=CC5(C)C4C(=O)CC32C)O1 (stereo partly drawn),-3.1,-1.1,12.4,-1.9,2.4,3.0,7.0,0.3,5.7
COc1ccc(S(=O)(=O)N(CC(=O)N2CCN(C)CC2)c2ccccc2)cc1OC,-5.8,2.4,-9.4,-6.2,-1.5,5.4,-24.4,11.8,2.0
CC12C=CC3(O1)C(C(=O)N1CCCOC13)C2C(=O)O (stereo not drawn),2.9,4.6,-7.8,-2.9,10.1,-5.5,1.5,4.0,3.2
COc1cccc(C(=O)OCC(=O)c2c[nH]c3ccccc23)c1O,1.8,-6.0,-3.1,-3.8,-3.9,15.1,8.1,0.8,-1.1
O=c1cc(CN2CCN(S(=O)(=O)c3ccc4c(c3)OCCO4)CC2)c2ccc(O)cc2o1,-6.4,2.6,7.8,-3.2,2.6,7.0,4.5,10.7,15.2
CC(=O)Nc1ccc(S(=O)(=O)N=S(C)(C)=O)cc1,-1.6,-1.6,-13.6,-2.3,5.3,2.0,-12.4,-0.1,-5.4
Cc1csc2c(=O)sc(NC(=O)c3ccc(F)cc3)nc12,·,2.0,8.4,0.4,22.2,-6.0,3.9,·,9.3
COc1ccc(C)cc1S(=O)(=O)N(CC(N)=O)Cc1ccccc1,-1.4,-0.1,-1.1,-1.3,-0.1,4.2,0.8,4.7,-3.1
O=C(CCCC(=O)c1ccccc1)NCCc1ccccc1,2.8,1.4,-4.5,-0.1,-31.3,2.4,-2.8,-0.1,-0.5
Cc1ccc2nc(-c3ccccc3)cc(C(=O)NCC(c3ccco3)N(C)C)c2c1 (stereo not drawn),1.0,0.4,-0.4,-8.3,-5.8,1.5,-3.9,4.5,0.1
S=C(NCCc1ccccc1)Nc1ccccc1,1.5,2.2,3.5,4.5,7.2,5.7,-17.7,3.5,12.7

# Of the compounds above, two have four or more nitrogen atoms:
molecule,PAFAH2 inh,LYPLA1 counter,EBNA-1 inh,PAD4 inh,PREPL inhibitor,GSTO1 inh,ZTA counter,PAFAH1B3 inh,LYPLA2 counter
Cc1cc(NCCCN2CCOCC2)n2nc(C)c(-c3ccc(F)cc3)c2n1,12.8,-2.3,5.6,1.6,0.2,5.6,3.4,-1.7,-5.7
CCOC(=O)c1ccc(S(=O)(=O)Nc2nc3cc(S(=O)(=O)NC4=NCCCCC4)ccc3s2)cc1,3.1,0.7,8.1,29.0*,1.7,-1.8,9.6,-0.2,2.0

# (more compounds)
molecule,PAFAH2 inh,LYPLA1 counter,EBNA-1 inh,PAD4 inh,PREPL inhibitor,GSTO1 inh,ZTA counter,PAFAH1B3 inh,LYPLA2 counter
O=C(O)c1cc(C2CC2)nc2ccccc12,0.8,-0.5,3.2,1.2,8.2,-1.6,15.9,7.5,-11.4
CC(C)C(=O)Nc1c2c(nc3c1CCC3)CCCC2,5.2,-1.1,4.7,6.2,27.9,-0.2,-0.3,10.2,5.3
O=C1CCCN1CN1CCCCC1,-8.2,-1.5,-10.5,-8.9,17.7,5.6,-1.9,10.4,4.9
CC(C)CNC(=O)C(=O)Nc1cc2c3c(c1)C(C)C(=O)N3CCC2 (stereo not drawn),6.7,1.5,-15.8,3.3,20.7,0.5,-5.3,1.3,2.3
CCCOc1ccc(OCCn2nc(C(=O)O)c3ccccc3c2=O)cc1,0.0,-4.3,-7.4,6.8,-9.8,5.2,-13.6,2.9,2.9
Cc1ccc(N2C(=O)CCC2(C#N)c2ccccc2)cc1 (stereo not drawn),-0.3,5.0,-9.0,-0.7,4.1,-1.8,8.3,5.4,6.0
Cc1cccn2c(=O)c(/C=C(\C#N)C(N)=O)c(N3CCN(Cc4ccc5c(c4)OCO5)CC3)nc12,0.1,-0.5,2.5,2.7,20.6,3.5,-2.9,3.1,6.0
CCN(CC)C(=O)CSc1ncnc2c1cnn2Cc1ccccc1,6.0,-1.2,-1.7,-2.1,5.1,-10.1,-5.1,1.2,-9.5
COc1cc(/C=N/NC(=O)c2ccc(CSc3nc4ccccc4[nH]3)cc2)cc(OC)c1OC,-70.9,-43.6,7.1,-7.4,15.6,-52.6,-4.6,-30.8,-71.8
Cc1ccc(COCC(CC(C)C)N2CCN(C(=O)c3cccc(C(F)(F)F)c3)CCC2=O)cc1 (stereo not drawn),-3.1,-1.1,3.9,1.2,15.1,11.6,9.0,4.0,2.8
Cc1cccc(NC(=O)C2CCCN2C(=O)Oc2ccccc2)c1 (stereo not drawn),-9.9,-0.8,1.9,-2.8,0.5,1.5,-5.0,-2.8,1.2
Cc1cc(C)c(NC(=O)CCc2c(C)noc2C)c(C)c1,4.1,-3.6,·,1.5,4.7,·,10.4,3.2,-2.8
COc1cccc(C(=O)O/N=C(\N)CS(=O)(=O)c2ccccc2)c1,64.4*,-7.9,1.0,-1.1,-19.7,5.9,-21.6,0.9,-3.4
Cc1c(/C=N/n2cnnc2)c2ccccc2n1CCOc1ccccc1,4.1,-1.3,2.7,3.0,4.8,-2.2,-1.6,3.2,6.6
O=C(NCc1cccc(C(F)(F)F)c1)c1cccc2c1C(=O)c1ccc(N3CCC(Cc4ccccc4)CC3)cc1S2(=O)=O,-13.5,·,·,-5.3,-10.4,·,·,-11.0,·
CC(=O)NCCC(=O)N1CCCC(N2CCN(c3cccc(Cl)c3)CC2)C1 (stereo not drawn),-1.5,0.5,-5.5,-2.1,-3.9,3.1,1.1,5.4,0.4
CC1CCC(C(C)C)C(OC(=O)C2=C3c4ccccc4S(=O)(=O)N3CC2)C1 (stereo not drawn),-0.8,-1.5,2.1,-4.1,-12.2,-4.1,9.3,-0.9,2.4
CS(=O)(=O)N(CC(=O)NCCSCc1cccc(Cl)c1)c1ccc(F)cc1,1.8,-5.7,-11.8,2.7,-3.0,-1.3,10.3,6.5,-3.9
CCOP(=O)(OCC)C(NC(=O)Nc1cccc(Cl)c1)C(N)=O (stereo not drawn),-6.6,2.6,-15.1,2.9,-4.3,5.3,-12.3,-7.7,-4.5
O=C(CSc1n[nH]c(=O)n1Cc1ccco1)Nc1ccccc1Cl,3.5,1.2,0.2,2.5,0.0,0.2,-1.2,11.3,3.1
O=C(Nc1ccc(F)cc1F)c1ccc2nc(N3CCOCC3)sc2c1,1.9,-6.3,-12.0,-4.5,8.1,2.5,6.4,7.7,9.6
O=C(Nc1ccc(-c2nc3ccccc3o2)cc1)c1cc(-n2cnnc2)ccc1Cl,-4.2,-7.6,8.0,-1.4,1.2,-75.8,5.8,-0.8,-1.0
O=C(c1cccc(S(=O)(=O)N2CCCC2)c1)N1CCN(Cc2ccccc2)CC1,-9.9,0.7,·,0.9,15.1,·,7.2,-3.2,1.6
Cc1ccc(CC(=O)Nc2ccc(S(=O)(=O)N3CCOCC3)cc2)cc1,-6.5,-0.5,-19.1,0.4,-1.2,-1.0,-9.9,-3.5,4.3
CCN1CCN(c2ccc(S(=O)(=O)N3CCCCC3)cc2NC(=O)c2ccc(F)cc2)CC1,11.6,1.6,9.2,-2.7,3.8,2.2,-11.6,4.0,1.6
Cc1ccc(CN(c2ccc(C(=O)Nc3cccnc3)cc2)S(C)(=O)=O)cc1,-4.4,-3.0,-5.2,-3.4,0.3,-4.5,-2.0,5.9,-2.5
CC(C)Oc1cccc(C(=O)N2CCCC2)c1,-7.1,1.7,11.7,0.1,6.5,5.5,2.9,-0.3,2.5
O=C(COc1ccccc1)N1CCN=C1SCc1cccc(F)c1,-3.1,1.3,-8.7,-1.0,-22.4,-3.5,8.6,-3.0,4.3
O=C(C1CC(c2cccc(Br)c2)=NO1)N1CCc2ccccc2C1 (stereo not drawn),2.7,-3.2,-5.0,2.1,-27.1,2.2,-15.3,5.7,-2.9
Cc1cc(N/N=C/c2ccc([N+](=O)[O-])o2)nc2ccccc12,-0.8,1.5,-4.3,-5.1,-0.7,-9.8,-5.3,-2.1,-7.2
CC(=O)NC(Cc1cccc(F)c1)C(=O)NC1CCN(c2ncccc2[N+](=O)[O-])CC1 (stereo not drawn),0.1,-0.4,-10.5,-3.5,8.2,-6.7,9.9,4.7,2.5
COc1ccc(C2Nc3ccccc3C(=O)N2NS(C)(=O)=O)cc1OC (stereo not drawn),-5.2,-0.4,-3.6,-0.9,-1.0,9.2,-13.8,-0.6,7.5
CCn1c(=O)cc(OCC(=O)Nc2cccc(C)n2)c2ccccc21,-5.3,0.5,-2.9,1.9,4.5,0.9,2.9,10.2,-0.7
CC(C)(C)C(=O)CSc1ncnc2sc3c(c12)CCC3,1.1,5.5,-8.7,-0.4,16.9,-11.2,6.5,2.0,-0.4
CCn1nc(C)c(NC(=O)c2cc(Br)ccc2Cl)c1C,0.3,2.3,2.4,-1.2,0.8,-9.3,-7.5,5.1,2.5
O=C(c1ccc(NS(=O)(=O)c2cccs2)cc1)N1CCCCC1,2.7,9.9,1.5,3.3,2.6,-0.6,-13.8,-1.3,9.6
Cc1ccc(C(=O)NCC2CCCO2)o1 (stereo not drawn),-6.7,0.3,4.2,5.2,1.0,3.2,-10.7,-1.2,-1.5
O=C(CN1CCN(c2ccccc2)CC1)Nc1ccc(OCc2ccccc2)cc1,5.2,-1.2,-24.1,-4.7,23.9,6.1,14.0,2.0,5.0
COc1cc(NC(=O)c2cc(S(=O)(=O)N3CCc4ccccc43)cn2C)cc(OC)c1OC,1.1,-7.0,-1.0,6.9,-1.5,-2.3,12.2,-0.9,13.8
CC1=C(C(=O)Nc2ccccn2)C(c2ccccc2Cl)NC(=S)N1 (stereo not drawn),1.1,-2.5,7.5,0.5,-5.4,3.5,-0.1,1.6,1.9
Cc1nn(CC2CC2)c(=O)n1-c1ccc(Cl)cc1,-4.2,-0.8,-2.1,-2.2,-3.5,3.1,2.1,1.3,-6.4
